High-throughput results: PubChem, several laboratories
WT yeast gro inh: growth inhibition of WT yeast, mitochondrial fusion screen. mitochondrial fusion phenotypic screen, WT strain. 190,000 tested, 2.1% active. inhibition, % at 10 µM; in the data active = inhibition above about 58%; tested in S. cerevisiae
Autophagy HCS: alters autophagy in cells. AID 463193. 190,000 tested, 0.98% active. calls only at 10 µM (by protocol). MEF GFP-LC3 puncta imaging; test concentration mostly 10 µM;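 active = percentage of spot-positive cells more than 3 SD above its plate mean, without a fluorescence outlier flag or 80% toxicity; inconclusive = no clear call, values can overlap the other calls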;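 note: spot-positive cell cutoff set from DMSO-treated cells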
RSV CPE inhibition: RSV antiviral activity via CPE protection, HEp-2 cells, primary 10 µM value included (AID 2391); 310,000 tested, 0.13% active; CPE inhibition, % at 10 µM, or IC50 in µM where a hit was titrated; HEp-2 cells, RSV-induced CPE inhibition; higher % means a stronger effect; in the data active = a potency from the dose series; inconclusive = CPE inhibition mostly from about 23% at the one dose, without a potency; inactive = the rest, 99 in 100 with CPE inhibition below about 21%; note: strong numbers were not always called active
K1F lysis inhibition: protection from phage-mediated lysis, alamar blue read-out – E. coli UTI89, K1F phage, bacterial capsule biogenesis inhibitors (AID 488966). E. coli UTI89 K1F phage lysis, alamar blue, 2 h; higher % means a stronger effect. 340,000 tested, 0.02% active. inhibition, % at 100 µM; hits with a dose series show IC50 in µM;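 active = phage lysis inhibition, versus mean bacterial control, above a set limit; inconclusive = no clear call, values can overlap the other calls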;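 note: capsule biogenesis inhibitors block K1F phage lysis so surviving cells raise fluorescence; higher fluorescence means more inhibition of phage lysis; actives were called in the ten point dose series up to 300 µM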
NTR1 agonist: NTR1-driven beta-arrestin-GFP spot formation – imaging, U2OS cells, high content, primary screen (AID 493036). activation, % at 20 µM. agonist mode. P30989. 330,000 tested, 0.17% active;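 active = activation at or above 40% of the spot to cytoplasm intensity ratio, with at least 20 cells analyzed; inconclusive = wells under 20 cells, flagged as cytotoxic or low count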;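 note: 0% = DMSO without peptide and 100% = 100 nM NTR1 peptide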
Target sequence (P30989 whole entry, looked up): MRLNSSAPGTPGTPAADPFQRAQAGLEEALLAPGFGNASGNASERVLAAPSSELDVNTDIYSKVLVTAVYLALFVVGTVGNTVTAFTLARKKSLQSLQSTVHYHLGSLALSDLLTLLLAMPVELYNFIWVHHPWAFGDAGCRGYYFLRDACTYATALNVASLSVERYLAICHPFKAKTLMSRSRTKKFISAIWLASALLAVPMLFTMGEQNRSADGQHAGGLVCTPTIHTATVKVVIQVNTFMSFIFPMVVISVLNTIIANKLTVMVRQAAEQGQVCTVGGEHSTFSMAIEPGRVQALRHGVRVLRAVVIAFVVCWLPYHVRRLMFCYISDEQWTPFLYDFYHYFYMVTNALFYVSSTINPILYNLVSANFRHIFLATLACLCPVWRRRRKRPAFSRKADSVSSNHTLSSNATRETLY
NS5 inhibitors: flavivirus cap methylation enzyme inhibition – biochemical, confirmation dose response, primary screen (AID 588689). Dengue-2 NS5 methyltransferase capping enzyme assay, biochemical; higher % means a stronger effect. inhibition, % at 25 µM; hits with a dose series show IC50 in µM. 340,000 tested, 0.3% active; in the data active = a potency from the dose series; inconclusive = inhibition above about 29% without an active follow-up result
LYP inhibition: inhibitors of LYP phosphatase, biochemical, fluorescence intensity, uHTS (AID 1779); recombinant LYP phosphatase, fluorescence intensity; higher % means a stronger effect; one-dose inhibition, % at 11.5 µM; IC50 in µM for titrated hits; 290,000 tested, 0.054% active; in the data active = inhibition above about 50%;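 note: plate controls were vehicle with enzyme for no effect and no enzyme for full effect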
GPR35 arrestin U2OS: GPR35 antagonists blocking zaprinast-driven arrestin recruitment, primary screen, imaging, U2OS, beta-arrestin-GFP, zaprinast agonist (AID 2058); U2OS GPR35 beta-arrestin-GFP translocation imaging, zaprinast antagonism; higher % means a stronger effect; one-dose inhibition, % at 10 µM; IC50 in µM for titrated hits; 290,000 tested, 0.052% active;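 active = inhibition of at least 50% with at least 30 cells and total cytoplasm GFP at most 10,000,000; inconclusive = under 30 cells or total GFP of 10,000,000 plus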
AID2073: disruptors of CaV2.2 binding to Mint1 – biochemical, HTRF (AID 2073). HTRF protein-protein interaction, Mint1-CaV2.2; higher % means a stronger effect. inhibition, % at 20 µM; hits with a dose series show IC50 in µM. 290,000 tested, 0.19% active; in the data active = inhibition mostly above about 51%, no sharp cut-off; inconclusive = no clear call, values can overlap the other calls; inactive = mostly below about 53%; note: some results filed as inactive read as strong as hits
WT yeast gro inh mutant strain: second read-out of WT yeast gro inh, no call of its own (marks repeat the call); inhibition, %; mitochondrial fusion phenotypic screen, mutant strain inhibition
Autophagy HCS cell loss 18 h: recorded beside Autophagy HCS, whose call it bears; toxicity, %; measured here: cell loss, nuclei count;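 cell loss after 18 h compound exposure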
NTR1 agonist cell count 20 µM: further read-out of NTR1 agonist, marked with its call; cell count; measured here: cell count, cytotoxicity flag
* hit, by the source's call; i = inactive; ? = inconclusive; . = no result given; [ ] = remark or other dose.

Molecule	WT yeast gro inh	WT yeast gro inh mutant strain	Autophagy HCS	Autophagy HCS cell loss 18 h	RSV CPE inhibition	K1F lysis inhibition	NTR1 agonist	NTR1 agonist cell count 20 µM	NS5 inhibitors	LYP inhibition	GPR35 arrestin U2OS	AID2073
CC(C)(C)C(=O)Nc1ccc(-c2nc3ccccc3c(=O)o2)cc1	-14	-3	i	-21	0.7%	1.1%	0.3	100	.	-10%	13%	7%
O=C(CC1CC2CCC1C2)NCc1cccs1 (stereo not given)	-18	-1	i	5	2.2%	0.4%	0.1	42	-6%	-2%	6%	8%
O=C(C1=C[C@H](c2ccc(Br)cc2)C[C@H](OCCCCO)O1)N1CCOCC1	0	8	i	5	2.1%	1.9%	-1.4	106	-14%	-4%	-7%	0%
Cc1csc(SCC(=O)Nc2sccc2C(N)=O)n1	-4	21	i	11	1.9%	-0.3%	0.9	68	-2%	-3%	8%	8%
Cc1cc(-c2n[nH]c(=S)n2Cc2ccco2)nn1C	0	7	i	-7	0.3%	0.7%[50 µM]	0.3	78	-2%	-4%	-6%	-16%
CCCN1CCN(C(=O)c2cn(CC(C)C)c(=O)c3cc(OC)c(OC)cc23)CC1	7	-8	i	-12	1.5%	-0.7%	1.1	69	-3%	-5%	-4%	3%
CCC(C)Sc1ccc([C@H]2N[C@@](Cc3ccccc3)(C(=O)OC)[C@H]3C(=O)N(CC)C(=O)[C@@H]23)cc1 (stereo not given in full)	.	.	.	.	-1.9%	0.8%	1.1	101	-2%	.	.	.
COc1ccccc1-n1c(SCC(=O)Nc2cccc(C)c2)nc2c(c1=O)SCC2	7	-11	i	8	12%	-0.9%	-1.3	75	-1%	-1%	2%	-15%
O=C(O)c1ccc(Oc2ccc(S(=O)(=O)c3ccc(C(=O)O)c(C(=O)O)c3)cc2)cc1	.	.	.	.	0.0%	1.1%	0.6	59	11%	-6%	2%	5%
CC(=O)c1cnc(Nc2ccc(C)cc2)s1	0	1	i	-5	-0.7%	0.5%	0.1	44	3%	-8%	10%	11%
O=C(OCC(=O)N1CCN(C(=O)c2ccco2)CC1)c1cc(S(=O)(=O)Nc2ccc(Cl)cc2)ccc1O	-3	4	i	1	0.8%	0.1%	-0.8	69	-1%	3%	-1%	25%
O=C(COc1ccccc1[N+](=O)[O-])N1CCCc2ccccc21	.	.	.	.	14%	-0.1%	1.1	39	-2%	-10%	-5%	-1%
O=C(COc1ccccc1F)Nc1nnc(C2CCCC2)s1	.	.	.	.	0.6%	2.2%	-0.7	67	-5%	-4%	-9%	-7%
CC(C)NCc1c(O)c(Br)cc2oc3c(c12)CCCC3	8	9	i	4	.	-1.3%	.	.	-3%	-1%	-6%	-24%
Fc1ccc(N/N=C/c2ccc(N3CCOCC3)cc2)c(F)c1	32	19	i	-1	8.3%	3.2%	1.9	41	2%	6%	-2%	10%
CC(C)[C@H](NC(=O)[C@@H]1Cc2ccccc2CN1)C(=O)Nc1ccc2c(c1)OCO2	.	.	.	.	0.5%	0.4%	0.4	52	3%	-4%	-10%	20%
CN1CCN(C(=O)c2cc3nc(-c4ccc(Cl)cc4)cc(C(F)(F)F)n3n2)CC1	8	6	i	15	0.9%	0.5%	0.0	57	-3%	-3%	-14%	10%
CCOc1ccc(N(C)C(=O)CCc2nnc3ccc(N4CCCC4)nn23)cc1	.	.	.	.	1.5%	-0.1%	-0.4	55	30%	-12%	-12%	0%
COC(=O)c1cccc(NC(=O)c2ccc3c(c2)C(=O)N(Cc2cccnc2)C3=O)c1C	.	.	.	.	1.5%	-0.3%[50 µM]	-0.1	56	-6%	-7%	-21%	6%
Cc1cc(N2CCCC2)nc(N2C3CCC2CC(O)(c2ccc(F)cc2)C3)n1 (stereo not given)	7	4	i	24	1.2%	.	4.9	34	.	-7%	10%	-7%
CCc1ccc(N2C(=O)CN(Cc3ccccc3)C2=S)cc1	.	.	.	.	1.2%	0.1%	0.3	99	-3%	-4%	8%	-11%
O=C(NN1C(=O)C2C3c4ccccc4C(c4ccccc43)C2C1=O)c1ccc(Cl)cc1 (stereo not given)	17	10	i	-1	3.7%	4.5%	2.0	41	-7%	1%	-3%	-5%
CCCCN(CC)CCCNC(=O)Cn1nc(Cc2cccnc2)c2ccccc2c1=O	-2	-11	i	-2	0.3%	0.8%	-1.6	91	1%	-2%	-3%	-5%
CCCCc1cc(=O)oc2cc(C)cc(OCC(=O)NCc3cccnc3)c12	.	.	.	.	7.8%	-0.2%	-0.4	75	-7%	-14%	-8%	12%
COc1cc(NC(=O)CN2C(=O)C(c3ccccc3)=NC23CCCCCC3)cc(OC)c1	39	15	i	-2	1.8%	-1.3%	10	40	-5%	2%	10%	4%
O=C(CSc1nnc(-c2ccncc2)n1C1CCCCC1)Nc1ccccc1	9	-5	i	13	0.8%	0.1%	1.0	60	-7%	1%	-5%	-3%
C/C(Cc1ccccc1)=N\NC(=O)CNC(=O)c1ccc2c(c1)OCCO2	.	.	.	.	0.8%	-1.9%	0.0	37	13%	-2%	11%	-11%
Cc1oc(-c2ccccc2Cl)nc1CSCC(=O)NC1CC1	5	2	i	2	3.3%	0.1%	-2.4	80	-7%	-6%	18%	-1%
Cc1cc(C)nc(NS(=O)(=O)c2ccc(NC(=O)c3cc(-c4ccccc4)nc4ccccc34)cc2)n1	-4	-1	i	10	12%	-0.1%[50 µM]	2.0	52	-1%	0%	-14%	28%
CCc1ccc(C2=NN(CCC(=O)NCC3CCCO3)C(=O)CC2)cc1 (stereo not given)	.	.	.	.	2.6%	0.3%	-0.8	51	-3%	-4%	21%	9%
COc1ccc(NC(=O)CN(C)C(=O)c2cccnc2Sc2ccc(C)c(C)c2)cc1	.	.	.	.	1.0%	0.4%[50 µM]	0.6	45	6%	.	.	.
CC(=O)Nc1ccc(CN2CCC(n3nccc3NC(=O)CCc3ccccc3)CC2)cc1	.	.	.	.	5.2%	0.1%	-1.4	61	-15%	-6%	1%	0%

As entered above:
Entry for COc1ccc(NC(=O)CN(C)C(=O)c2cccnc2Sc2ccc(C)c(C)c2)cc1 in RSV CPE inhibition: 1.0%
Entry for O=C(CSc1nnc(-c2ccncc2)n1C1CCCCC1)Nc1ccccc1 in AID2073: -3%

Remaining list, next part:
Molecule	WT yeast gro inh	WT yeast gro inh mutant strain	Autophagy HCS	Autophagy HCS cell loss 18 h	RSV CPE inhibition	K1F lysis inhibition	NTR1 agonist	NTR1 agonist cell count 20 µM	NS5 inhibitors	LYP inhibition	GPR35 arrestin U2OS	AID2073
O=[N+]([O-])c1ccccc1S(=O)(=O)Oc1ccc(/C=N/n2cnnc2)cc1	-6	0	i	1	0.3%	-4.8%	1.7	46	-3%	-7%	-1%	-1%
CC1(NC(=O)Nc2ccccc2)CCS(=O)(=O)C1 (stereo not given)	.	.	.	.	1.5%	.	0.2	49	.	-3%	5%	-11%
O=C(Nc1nc2ccc(S(=O)(=O)N3CCOCC3)cc2s1)c1cccs1	-14	-4	i	-24	0.9%	-0.4%	1.9	26	-10%	-6%	-4%	11%
CCn1nccc1C(=O)Nc1nc2ccccc2n1CCN1CCCCC1	-1	6	i	0	1.2%	1.7%	-1.9	52	-2%	-5%	6%	0%
CCCc1c(C)nc2c(OC)cccc2c1SCC(=O)O	-6	-1	i	3	-0.4%	0.0%	1.0	63	-5%	-6%	-6%	7%
CC(=O)c1ccc(OCc2cc(C(=O)N(C)CCN3CCOCC3)no2)cc1	.	.	.	.	2.7%	0.0%	0.2	50	-1%	-11%	-3%	-3%
COc1cccc(C(=O)Nc2ccc3nc(N4CCOCC4)cc(C)c3c2)c1	13	7	.	.	-0.9%	-0.3%	1.1	107	2%	4%	13%	1%
COc1ccccc1C1NC(c2ccccc2OC)C(C)C(=O)C1C (stereo not given)	7	0	i	-5	-0.4%	-0.3%	-1.9	46	2%	-5%	0%	8%
Cc1nnc(SCc2ccc(F)cc2)s1	-8	-8	i	-3	1.7%	2.3%	-1.0	44	-3%	-2%	-21%	13%
O=C(O)CSCC(=O)Nc1cccc(C(F)(F)F)c1	35	13	i	0	-0.8%	3.6%	0.6	40	-11%	-4%	-11%	4%
COc1ccc(OC)c(NC(=O)Cc2c(C(=O)O)n(C)c3ccccc23)c1	.	.	.	.	3.9%	-0.1%	0.4	33	1%	0%	2%	8%
CCN(CC)S(=O)(=O)c1ccc(NC(=S)NC(=O)CC(C)C)cc1	8	14	i	6	7.1%	2.3%	-2.2	54	-4%	13%	5%	-6%
NS(=O)(=O)c1ccc(Cc2ncc(C(F)(F)F)cc2Cl)s1	6	23	i	20	9.4%	1.1%	-4.1	79	6%	-5%	9%	3%
COc1cccc2cc(/C(=N/O)c3ccc(Br)cc3)oc12	3	14	i	2	15%	0.4%	22	47	-9%	-2%	-3%	6%
CN(c1ccccc1)c1nc(N)c([N+](=O)[O-])c(Nc2ccccc2F)n1	.	.	.	.	6.5%	0.1%	32	56	3%	-1%	-24%	18%
COc1cc(Br)c(CN2CCCN(C)CC2)cc1OC	.	.	.	.	1.0%	1.9%	0.1	53	-2%	-10%	18%	-5%
CC(C)NS(=O)(=O)c1ccc(NC(=O)C(C)OC(=O)C2CCC2)cc1 (stereo not given)	.	.	.	.	0.6%	0.9%[50 µM]	-0.8	73	-3%	.	.	.
COC(=O)c1cc2c(C)nn(-c3ccccc3)c2s1	6	-12	i	13	1.9%	0.5%	1.6	82	0%	-9%	20%	10%
COc1cc(-c2c(-c3cc(OC)c(OC)c(OC)c3)noc2C)ccc1F	.	.	.	.	1.4%	.	4.5	64	.	-4%	1%	5%
COc1cccc(CSc2nc(N)cc(N)n2)c1	.	.	.	.	1.4%	-0.1%	0.1	69	-5%	-6%	9%	8%
CN(C)CCn1c(NCc2ccc3c(c2)OCO3)nc2ccccc21	.	.	.	.	-0.3%	0.2%	0.0	57	.	-13%	-4%	8%
O=[N+]([O-])c1ccccc1/C=C/c1ccc2ccccc2n1	.	.	.	.	1.8%	-2.0%	2.1	54	7%	-9%	2%	-6%
O=C(CSc1ccccc1)N(c1ccc(Br)cc1)c1nccs1	38	25	i	4	1.4%	-0.4%	2.8	84	-7%	-1%	-3%	?
O=C(Nc1cccc(O)c1)c1cccc(C(=O)Nc2cccc(O)c2)c1	.	.	.	.	1.9%	0.5%	-2.2	62	5%	-8%	5%	9%
COc1ccc(C(=S)NCS(=O)(=O)c2ccc(C)cc2)cc1	72	82	i	5	-0.3%	1.1%	-2.1	52	-7%	-4%	14%	-7%
